Tau ThT inhib: tau fibrillization inhibition (ThT binding) | recombinant tau K18 P301L (four-repeat tau fragment), heparin-induced fibrillization, ThT fluorescence | AID 1460 | Potency, µM (top dose mostly 57.4 µM), inactives show at the top dose activity, negative = inhibition, most hits filed as inhibitors | 270,000 compounds, 2.1% hits | P10636; further: nearly all actives have a fitted effect of over 55% in size
Target sequence (P10636 561-689 P618L limits assumed): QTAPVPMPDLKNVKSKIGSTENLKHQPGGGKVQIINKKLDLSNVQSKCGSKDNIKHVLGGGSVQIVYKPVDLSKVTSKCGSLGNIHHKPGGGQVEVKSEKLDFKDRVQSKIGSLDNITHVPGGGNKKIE
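In this qHTS, human K18 P301L tau is incubated with compound and heparin for 6 hr at 37 C, and Thioflavin T fluorescence then reports fibril load.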
TRb SRC2 PPI: disrupts binding of human TR beta to SRC2. P10828. TRbeta-SRC2 peptide binding, fluorescence polarization; receptor liganded with 1 µM T3. 280,000 compounds, 0.065% hits. Potency, µM (titrated, usually from 106 µM), for inactives: at the highest dose activity change, negative = inhibition, most hits filed as inhibitors;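 further: plate controls were bound peptide for no effect and peptide without receptor for full effect; nearly all actives have a fitted effect of over 50% in size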
Target sequence (P10828 whole entry, looked up): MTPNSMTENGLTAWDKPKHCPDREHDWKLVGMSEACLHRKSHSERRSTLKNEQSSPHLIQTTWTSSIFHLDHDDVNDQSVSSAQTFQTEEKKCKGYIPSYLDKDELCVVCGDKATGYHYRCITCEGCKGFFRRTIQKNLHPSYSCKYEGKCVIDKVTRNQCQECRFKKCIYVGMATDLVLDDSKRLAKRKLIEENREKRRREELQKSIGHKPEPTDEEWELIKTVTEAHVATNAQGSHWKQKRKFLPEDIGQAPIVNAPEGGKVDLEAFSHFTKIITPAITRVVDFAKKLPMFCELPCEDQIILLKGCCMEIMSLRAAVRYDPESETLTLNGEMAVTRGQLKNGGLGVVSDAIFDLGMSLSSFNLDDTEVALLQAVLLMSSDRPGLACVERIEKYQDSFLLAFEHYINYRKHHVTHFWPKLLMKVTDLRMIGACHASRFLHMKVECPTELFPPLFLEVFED
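Quantitative HTS by FP: 0.6 uM TRb LBD, 20 nM labeled SRC2 20-mer, 1 uM T3, 5% DMSO; 5 hr ambient incubation; % activity per concentration and potencies from concentration series.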
Tau FP inhib: inhibitors of human tau fibril formation. 280,000 compounds, 0.39% hits. Potency, µM (doses to about 57.7 µM), for the others: at the highest dose activity, negative = inhibition, hits mostly inhibitors. P10636. K18 P301L tau heparin fibrillization, Alexa594 FP, 6 h. AID 1468; further: nearly all actives have a fitted effect of over 55% in size
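K18 P301L tau (15 uM unlabeled/0.24 uM Alexa 594-labeled, final) + compound + heparin 20 uM final; 100 mM NaOAc pH 7; 6 hr 37 C; ThT 30 uM final added, 1 hr RT; FP ex 555/em 632 nm.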
RECQ1 helicase: RECQ1 (human) helicase inhibition. P46063. RECQ1 DNA unwinding, red fluorescence kinetic read. Potency, µM (titrated, usually from 57.3 µM), for inactives: at the highest dose activity, negative = inhibition, most hits filed as inhibitors. 240,000 compounds, 0.54% hits. AID 2549;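 further: plate controls were vehicle for no effect and no enzyme for full effect; nearly all actives have a fitted effect of over 30% in size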
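RECQ1T1 50 nM; forked duplex (20 bp + 30-nt ss tails) 200 nM, ATP 2 mM final; pH 8.0, 2 mM MgCl2, 2.5 ug/ml poly(dI-dC); 15 min compound preincubation; discontinuous kinetic read over 2 h at RT.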
TexasRed fluor: alters Texas Red total fluorescence, flagging assay interference. 280,000 compounds, 0.29% hits. Potency, µM (highest dose often 106 µM), for inactives: top-dose fluorescence change, negative = quenching. AID 1479. TRb/SRC2 Texas Red total fluorescence interference; active means well fitted curve in either direction with a large enough effect; inconclusive means small, poorly fitted or top-dose-only effect
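Human TRb ligand-binding domain at 0.6 uM with 20 nM Texas Red SRC2 peptide in Tris buffer containing 1 uM T3 and 5% DMSO, incubated with compound 5 h at ambient temperature. Total fluorescence (555/632 nm) calculated as parallel + 2 × perpendicular.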
GoLoco inh red: RGS12 GoLoco-Gai1 interaction inhibition | 230,000 compounds, 0.44% hits | AID 880 | Gai1:RGS12 GoLoco peptide FP, rhodamine, 10 min | Potency, µM (top dose mostly 61.6 µM), inactives show top-dose activity, negative = inhibition, actives largely listed as inhibitors | P63096; active means well fitted inhibition curve with a large enough effect, not every such curve was filed as active; inactive means no such curve, though single readings can be large or run the other way; further: nearly all actives have a fitted effect of over 30% in size; many of its hits are not listed in these tables
JMJD2E inh: JMJD2E (human) inhibition. 230,000 compounds, 1.6% hits. Potency, µM (top dose mostly 57.1 µM), for the others: top-dose activity change, negative = inhibition, usual class: inhibitors. JMJD2E catalytic domain, FDH-coupled NADH fluorescence (FDH is formaldehyde dehydrogenase). B2RXH2; active means well fitted inhibition curve with a large enough effect, not every such curve was filed as active; inconclusive means small, poorly fitted or top-dose-only effect, or another doubt; inactive means no such curve, though single readings can be large or run the other way;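 further: 0% = wells with enzyme and -100% = buffer wells without enzyme; nearly all actives have a fitted effect of over 50% in size; many of its hits are not listed in these tables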
L3MBTL1 block: inhibitors of human L3MBTL1; AlphaScreen L3MBTL1–H3K9me1 peptide binding; Potency, µM (top dose mostly 57.1 µM), for inactives: at the top dose activity, negative = inhibition, actives largely listed as inhibitors; 230,000 compounds, 0.66% hits; AID 485360; further: nearly all actives have a fitted effect of over 60% in size
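First, the protein-peptide complex forms for 30 min at room temperature (L3MBTL1 50 nM, biotinylated H3K9me1 peptide 75 nM). Next, compounds are pin-transferred and incubated 30 min. Finally, AlphaScreen beads are added and read after 30 min.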
Numbers without * were called inactive; i = inactive; ? = inconclusive; . = no result given; [ ] = remark or other dose. Unless noted, the call rests on the fitted dose curve; in most records, active means well fitted curve in the direction sought with a large enough effect; inconclusive means small, poorly fitted or top-dose-only effect, or another doubt; inactive means no such curve, though single readings can be large; an effect the other way counts as inactive or inconclusive. Unless noted, on the % scale 0 is the no-effect control and ±100 the full control effect; potency means the concentration at half of the fitted maximal effect. These rows are one share of the data, so the mix of outcomes need not match the whole.

SMILES | Tau ThT inhib | TRb SRC2 PPI | Tau FP inhib | RECQ1 helicase | TexasRed fluor | GoLoco inh red | JMJD2E inh | L3MBTL1 block
CCCC(c1nnnn1Cc1ccc(OC)cc1)N1CCN(c2ccccc2)CC1 (centres undefined) | ? | 2% | 8% | i | 0% | -16% | -1% | .
CC(=O)Nc1ccc(S(=O)(=O)N2CCN(c3cc(C)nc4ncnn34)CC2)cc1 | -1% | 1% | -1% | -4% | -1% | 10% | -3% | 3%
COc1ccc(CNC(=O)c2cc(-c3ccc(Br)s3)nc3ccccc23)c(OC)c1 | 0% | 2% | ? | . | 3% | . | . | .
COc1cccc(C2=NOC(C(=O)Nc3cc(C)nn3-c3ccccc3)C2)c1OC (centres undefined) | -16% | -5% | 0% | -2% | 0% | 5% | -6% | -11%
COc1ccc(C(=O)COC(=O)[C@H](C)Nc2ccc(C(F)(F)F)cc2[N+](=O)[O-])c(OC)c1 | -22% | -8% | 4% | -3% | -3% | 1% | 5% | -22%
COc1ccc(NC(=O)C2CSC3c4ccccc4C(=O)N23)cc1 (centres undefined) | -17% | -6% | -4% | -9% | 0% | 20% | 3% | -3%
Cc1nc2ccccc2n1CCc1nc2c3ccccc3nc(SCc3ccc(F)cc3)n2n1 | 5% | 2% | 4% | . | -43% | . | . | .
CC12COC3(C(=O)Nc4ccccc4F)CC1CCC32C (centres undefined) | -8% | 0% | 2% | -21% | 5% | -9% | -1% | .
O=C(CSc1cnc2ccccc2n1)c1ccc(F)cc1 | 14µM* | -8% | -11% | -5% | 2% | -4% | -11% | -6%
COc1ccc(-c2nc3sc(CCNC(=O)c4ccc(Br)o4)c(C)n3n2)cc1 | ? | -8% | -3% | . | -1% | . | . | .

Some of the entries above in another layout:
Structure	Tau ThT inhib	TRb SRC2 PPI	Tau FP inhib	RECQ1 helicase	TexasRed fluor	GoLoco inh red	JMJD2E inh	L3MBTL1 block
COc1cccc(C2=NOC(C(=O)Nc3cc(C)nn3-c3ccccc3)C2)c1OC (centres undefined)	-16%	-5%	0%	-2%	0%	5%	-6%	-11%
CC12COC3(C(=O)Nc4ccccc4F)CC1CCC32C (centres undefined)	-8%	0%	2%	-21%	5%	-9%	-1%	.

Additional results
SMILES | Tau ThT inhib | TRb SRC2 PPI | Tau FP inhib | RECQ1 helicase | TexasRed fluor | GoLoco inh red | JMJD2E inh | L3MBTL1 block
Cc1c(Cl)cccc1NC(=O)CSc1ncnc2c1sc1ccccc12 | 1% | 2% | -16% | . | -2% | . | . | .
CCCOc1ccc(NC(=O)CC2C(=O)N(C)C(=S)N2Cc2cccs2)cc1 (centres undefined) | 6% | -12% | -3% | i | -2% | 4% | 14% | ?
COc1ccc(C(=O)NNC(=S)NC(=O)c2cccnc2)cc1 | -19% | 6% | -9% | -3% | 0% | -7% | 4% | 3%
COc1ccc(C)cc1NC(=O)c1ccc2nc(Cc3ccccc3)oc2c1 | ? | 5% | -9% | . | 1% | . | . | .
O=C(NC1CCCCC1)C(c1ccncc1)N(Cc1ccc2c(c1)OCO2)C(=O)C(F)(F)F (centres undefined) | ? | -5% | -7% | i | 3% | -16% | ? | -16%
c1ccc(Oc2nnc(-c3cccs3)c3ccccc23)cc1 | 2% | -3% | -2% | -1% | 0% | 3% | 8% | 9%
CCCCC(=O)Nc1cc2nn(-c3ccc(OCC)cc3)nc2cc1C | -11% | 0% | 5% | . | -1% | . | . | .
COc1cc(-c2cc(C(=O)Nc3ccc(N4CCOCC4)cc3)c3ccccc3n2)cc(OC)c1OC | -14% | -4% | ? | -2% | -6% | 10% | 43%[activator] | -1%
COc1ccccc1Nc1nc(C2(C)CCC(=O)O2)cs1 (centres undefined) | -6% | 6% | 0% | -2% | -2% | 3% | 2% | 1%
CCOc1ccc(CN2CCN(C3CCSCC3)CC2CCO)cc1 (centres undefined) | -13% | 0% | -7% | ? | -1% | 5% | 4% | 1%
COCCNCCCCOc1ccc(C)cc1[N+](=O)[O-] | 4% | -2% | 10% | 4% | -6% | 151%[activator] | 5% | -7%
COc1ccc(Cc2noc(CN(C)Cc3cccc(-n4cccn4)c3)n2)cc1OC | -13% | -1% | ? | -5% | -2% | 10% | -14% | -10%
C=CCN=C1CC(C)(C)CC(=O)/C1=C(\O)c1ccccc1 | 4% | -3% | -2% | -3% | 0% | 3% | -1% | 8%
Cc1nnc(SCc2cccc([N+](=O)[O-])c2)o1 | -8% | 7% | -6% | i | -2% | 3% | 8% | 8%

Of the compounds above, 8 have a halogen:
SMILES | Tau ThT inhib | TRb SRC2 PPI | Tau FP inhib | RECQ1 helicase | TexasRed fluor | GoLoco inh red | JMJD2E inh | L3MBTL1 block
COc1ccc(CNC(=O)c2cc(-c3ccc(Br)s3)nc3ccccc23)c(OC)c1 | 0% | 2% | ? | . | 3% | . | . | .
COc1ccc(C(=O)COC(=O)[C@H](C)Nc2ccc(C(F)(F)F)cc2[N+](=O)[O-])c(OC)c1 | -22% | -8% | 4% | -3% | -3% | 1% | 5% | -22%
Cc1nc2ccccc2n1CCc1nc2c3ccccc3nc(SCc3ccc(F)cc3)n2n1 | 5% | 2% | 4% | . | -43% | . | . | .
CC12COC3(C(=O)Nc4ccccc4F)CC1CCC32C (centres undefined) | -8% | 0% | 2% | -21% | 5% | -9% | -1% | .
O=C(CSc1cnc2ccccc2n1)c1ccc(F)cc1 | 14µM* | -8% | -11% | -5% | 2% | -4% | -11% | -6%
COc1ccc(-c2nc3sc(CCNC(=O)c4ccc(Br)o4)c(C)n3n2)cc1 | ? | -8% | -3% | . | -1% | . | . | .
Cc1c(Cl)cccc1NC(=O)CSc1ncnc2c1sc1ccccc12 | 1% | 2% | -16% | . | -2% | . | . | .
O=C(NC1CCCCC1)C(c1ccncc1)N(Cc1ccc2c(c1)OCO2)C(=O)C(F)(F)F (centres undefined) | ? | -5% | -7% | i | 3% | -16% | ? | -16%
